Source: PubChem BioAssay
E coli growth – reduces bacterial viability in AddAB counter-screen; E. coli V3065 growth, OD600 absorbance, 18 h; inhibition, % at 11.9 µM; 330,000 compounds, 0.27% hits;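 active means inhibition above the campaign's mean inhibition across all tested compounds plus 3 SD, cut at about 9.9% in these data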;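 further: uninfected addAB+ strain grown without phage in ampicillin broth; 0% = DMSO wells and 100% = ciprofloxacin 0.95 µg/ml wells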
HTR5A inv ctr – HTR5A inverse agonism, opioid heterodimer counter-screen; P47898; inhibition, % at 9.3 µM; AID 504634; 340,000 compounds, 0.083% hits; HTR5A cell line, luminescence; in the data active means inhibition mostly above about 23%, no sharp cut-off; inactive means mostly below about 18%;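 further: 0% = cells with DMSO and 100% = no-cell wells with DMSO; some compounds called inactive have numbers as strong as hits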
Target sequence (P47898 whole entry, looked up): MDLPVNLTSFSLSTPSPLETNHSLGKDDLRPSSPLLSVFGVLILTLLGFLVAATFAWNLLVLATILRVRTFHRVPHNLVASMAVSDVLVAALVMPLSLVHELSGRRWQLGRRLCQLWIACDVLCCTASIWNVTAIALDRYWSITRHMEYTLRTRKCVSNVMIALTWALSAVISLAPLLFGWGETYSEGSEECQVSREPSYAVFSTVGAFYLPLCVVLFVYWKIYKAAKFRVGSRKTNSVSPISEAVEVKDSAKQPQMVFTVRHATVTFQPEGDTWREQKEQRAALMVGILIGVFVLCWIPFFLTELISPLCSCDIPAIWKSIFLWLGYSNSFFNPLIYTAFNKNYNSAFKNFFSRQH
HTR5A ag – counter-screen for OPRM1-OPRD1 agonists: human HTR5A agonism; P47898; HTR5A agonist assay, luminescence, cell-based; activation, % at 9.3 µM; 340,000 compounds, 0.61% hits; AID 504692; in the data active means activation mostly above about 9.5%, no sharp cut-off; inactive means mostly below about 7.6%;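 further: 0% = cells with vehicle only and 100% = reference agonist; strong numbers were not always called active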
PKA-R2B activ – activates the human PKA-R2B holoenzyme complex | P22694+P31323 | AID 504700 | PKA-R2B holoenzyme dissociation, Cy5-IP20 fluorescence polarization; R2B truncated from residue 108, S112A mutant; 0% DMSO only, 100% 113 µM cGMP | activation, % at 11.4 µM | 340,000 compounds, 0.079% hits;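 active means activation above a cutoff set at the mean over all compounds plus 3 SD, cut at about 18% in these data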;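 further: higher means more holoenzyme dissociation and a rise in polarization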
Target sequence (P31323 whole entry, looked up, other chains not shown, the tested form may be a part): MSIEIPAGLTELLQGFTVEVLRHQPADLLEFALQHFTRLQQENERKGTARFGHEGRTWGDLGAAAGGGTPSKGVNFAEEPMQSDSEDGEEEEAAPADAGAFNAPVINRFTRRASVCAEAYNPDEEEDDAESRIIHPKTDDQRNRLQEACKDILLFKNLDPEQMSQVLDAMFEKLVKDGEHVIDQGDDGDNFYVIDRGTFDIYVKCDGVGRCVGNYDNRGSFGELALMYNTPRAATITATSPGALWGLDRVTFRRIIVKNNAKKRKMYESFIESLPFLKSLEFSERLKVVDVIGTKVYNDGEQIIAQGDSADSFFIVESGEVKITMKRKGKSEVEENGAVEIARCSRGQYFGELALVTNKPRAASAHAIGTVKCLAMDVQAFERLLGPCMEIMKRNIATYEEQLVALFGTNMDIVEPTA
AddAB inh – less growth of phage-infected E. coli with AddAB. E. coli expressing H. pylori AddAB, absorbance growth. inhibition, % at 11.9 µM. 330,000 compounds, 0.29% hits. AID 435030; in the data active means inhibition above about 12%;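 further: 0% = vehicle wells of infected cells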
SUMO Mot1 rescue – inhibitors of SUMOylation pathway: yeast Mot1-301 growth rescue | S. cerevisiae Mot1-301 growth rescue, ATP luminescence, 38.5C; percent above DMSO median, 100 means doubled | AID 2716 | 320,000 compounds, 1% hits | growth rescue, % at 18.8 µM;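 active means every valid replicate shows activation above 250% relative to neutral control wells; inactive means the rest, any valid replicate at or below 250%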;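 further: OY570 slx delta 5 strain wells were the positive control but not used for scaling; some compounds called inactive have numbers as strong as hits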
CDK5 inh – inhibitors of human CDK5/p35 kinase; Q00535+Q15078; Recombinant CDK5/p35, ADP-Glo luminescence, 60 min; inhibition, % at 10 µM; 330,000 compounds, 0.01% hits; AID 488839;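 active means highest replicate inhibition of at least 50% and at least 75% of replicates reaching 50%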;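 further: plate controls were DMSO neutral control for no effect and GW8510 at 10 µM for full effect; many of its hits are not listed in these tables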
DAGLB inh – diacylglycerol lipase beta (human) inhibition; Q8NCG7; HEK293T DAGLB membrane lysate, EnzChek fluorogenic substrate; inhibition, % at 5.17 µM; 340,000 compounds, 0.059% hits; AID 504411; in the data active means inhibition above about 34%;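 further: 0% = enzyme with vehicle and 100% = wells lacking enzyme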
phage Ecoli inh – E. coli growth loss with phage present; growth absorbance; inhibition, % at 11.9 µM; 360,000 compounds, 0.26% hits; AID 651602; in the data active means inhibition above about 11%
PKA-R1A activ – PKA-R1A complex activation; P00514+P68181; activation, % at 11.4 µM; 340,000 compounds, 0.083% hits; PKA-R1A dissociation, Cy5-IP20 fluorescence polarization; scaled: DMSO 0%, 113 µM cGMP 100%;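 active means percent activation above the mean of all tested compounds plus 3 SD, cut at about 19% in these data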;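 further: higher means more PKAc released from R1A so a rise in polarization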
Tat transport – inhibitors of E. coli Tat protein transport | inhibition, % at 10 µM | 340,000 compounds, 0.036% hits | E. coli MC4100 TorA-mCherry Tat export, fluorescence;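 active means mean replicate inhibition at least 50% and at least half of replicates individually reaching 50%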;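 further: exported cargo escapes ClpAP degradation while cytoplasmic cargo is degraded and loses fluorescence; 0% = median of neutral control wells and 100% = median of NaSCN control wells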
* marks the source's active call; other numbers are inactive results; x = no result given; & = joins results of further samples.

SMILES	E coli growth	HTR5A inv ctr	HTR5A ag	PKA-R2B activ	AddAB inh	SUMO Mot1 rescue	CDK5 inh	DAGLB inh	phage Ecoli inh	PKA-R1A activ	Tat transport
CN1C(=O)C(=CN2CCN(C(=O)c3ccco3)CC2)C(=O)N(C)C1=S	0.8	11	4	1	3.4	-16	x	-1	1.0	-4	-5
CC(NCc1cccc(Cl)c1Cl)C(O)c1ccccc1 (centres undefined)	0.3	-20	8	0	2.8	-24	-0.6	-4	2.6	5	6
O=C(c1cc(S(=O)(=O)N2CCC3(CC2)OCCO3)ccc1F)N1CCC2(CC1)OCCO2	0.2	2	3	-9	1.4	11	2.2	2	3.6	-19	19
CCC(=Nc1ccc2c(c1)CCC2)c1c(O)n(-c2ccc(OC)cc2)c(=O)[nH]c1=O	-0.3	-8	0	-3	-0.3	-3	-1.1	1	0.8	-1	-7
Cc1cc(/C=C2\C(=O)NC(=O)N(Cc3ccco3)C2=O)c(C)n1-c1ccc(C(=O)O)cc1	0.2	-20	7	-9	3.0	54	-1.5	1	-0.5	-10	0
CC(=O)Nc1ccccc1C(=O)OCc1cccc(F)c1	0.1	-3	1	0	0.1	x	1.6	-5	-0.5	-7	-9
CN1CCc2c(C#N)c(Cl)nc(Cl)c2C1	-2.8	12	5	-9	-4.8	29	1.5	-3	4.7	9	0
C=CCN1C(=O)/C(=C/c2ccc(Br)s2)C(=O)NC1=S	-3.2	-1	0	-2	-2.8	-6	-1.6	10	1.3	-3	-1
CC1OC(OC2C=C3CCC4C(CCC5(C)C(c6ccc(=O)oc6)CCC45O)C3(C)CC2)C(O)C(OC2OC(CO)C(O)C(O)C2O)C1O (centres undefined)	x	-99	26*	-10	x	x	0.8	-5	-2.3	4	5
CN1CCN(c2cc([N+](=O)[O-])ccc2Cl)CC1	0.6	2	-4	-5	5.0	-2	-0.7	-1	6.2	5	3
COc1ccc(CCn2c(O)c(C=NCCCO)c(=O)[nH]c2=O)cc1OC	0.3	-9	3	1	2.9	-5	-0.6	0	1.6	-6	13
COc1cc(CN2CCN(C(=O)COc3ccccc3)CC2)cc(OC)c1OC	-0.3	8	-4	-11	1.2	26	0.9	2	-0.4	-15	7
CC(=O)N1CN(C(C)=O)CN(C(C)=O)C1	1.4	-21	1	3	1.4	-21	0.2	0	2.9	-14	-1
CCCC1=C(C(=O)OCC)C2(C(=O)Nc3ccccc32)C(C#N)=C(N)O1 (centres undefined)	-2.2	4	7	-2	2.8	-1	-1.6	5	1.4	-8	2
O=Cc1cn(Cc2ccc([N+](=O)[O-])cc2)c2ccccc12	-1.2	-16	0	-1	2.6	37	-1.1	-1	2.1	6	-11
OC(CNCCc1c[nH]c2ccccc12)c1ccccc1 (centres undefined)	-0.9	-19	6	3	2.0	222	-0.9	2	1.9	-4	18
Clc1ccc(CNCCc2ccc3c(c2)OCO3)cc1	0.6	-7	2	-7	3.2	2	2.1	-3	3.9	-13	0
S=C1CN=C(c2ccccc2)c2cc(Cl)ccc2N1	-0.9	4	-5	2	-0.3	3	-0.3	-1	0.0	18	-12
Cc1cccc(N2C(=O)NC(=O)/C(=C/c3cc4c(cc3[N+](=O)[O-])OCO4)C2=O)c1	2.3	4	2	7	2.0	-6	0.9	0	-0.4	4	-2
CC(Cc1ccccc1)NC(=O)CN1CCCC1=O (centres undefined)	-0.9	-24	9	5	0.7	-13	-1.5	-2	4.7	0	10
NC(=O)c1ccc(N=Cc2c(O)n(Cc3ccco3)c(=O)[nH]c2=O)cc1	-1.6	-3	1	-5	1.2	5	1.6	1	3.6	-10	-9
COc1ccc(CC(C)NCCc2ccc(OC)c(OC)c2)cc1 (centres undefined)	-0.2	7	-2	16	3.7	6	-0.1	-1	1.5	-1	-4
O=c1[nH]c(=S)[nH]c(O)c1/C=C1/C=c2ccccc2=N1	-0.9	-7	2	-2	3.0	256	0.9	1	0.1	-9	-8
CC(C)CCn1c(N)c(C(=O)NCc2cccs2)c2nc3ccccc3nc21	-3.9	8	0	4	-0.6	9	2.2	2	x	-1	-12
CC12CCCCC1=NC(c1ccc(Br)cc1)N2O (centres undefined)	-2.0	7	-4	0	-0.6	-10	-1.2	2	0.0	-4	4
COc1ccccc1N1CCN(Cc2ccccc2F)CC1	-1.2	19	-3	-1	0.3	x	-2.2	-5	2.1	2	-14
Fc1cccc(F)c1CN1CCN(c2ccc(Cl)cc2)CC1	0.3	-19	5	0	3.4	-4	-0.6	-8	-1.0	-10	3
Fc1ccccc1CCNCc1ccccc1	0.3	9	-3	8	4.8	5	0.2	1	2.4	1	-3
Cc1nc2ccccc2c(=O)n1-c1ccc(F)cc1	-2.0	20	0	-2	2.5	-7	5.4	-1	1.6	-9	-2
O=C(CN1CCCC1=O)Nc1ccccc1	-0.5	-2	-1	3	3.2	-2	-0.1	-1	-0.5	-10	-4
O=C(NCC(c1cccnc1)N1CCN(c2ccccc2)CC1)Oc1ccccc1 (centres undefined)	2.5	-16	6	-16	-0.3	486	-0.3	3	1.0	0	3
COc1cc(CC(C)N)c(OC)cc1I (centres undefined)	0.1	-3	4	4	-2.1	16	-1.1	1	3.2&4.3	12	8
C#C[C@]1(O)CCC2C3C(=O)C=C4C(Cl)=CCC[C@]4(C)C3CC[C@@]21C (some centres undefined)	x	-15	4	4	x	x	0.1	-5	2.6	5	11
C/C(=N\Nc1ccccc1)c1c(O)n(Cc2ccccc2)c(=O)[nH]c1=O	-0.2	-22	-1	7	1.6	121	-1.0	5	2.1	-2	-3
CCOC(=O)C1=C(N)Oc2cc(C)oc(=O)c2C12C(=O)N1c3c(cccc32)C(C)=CC1(C)C (centres undefined)	-1.5	-23	-2	1	-4.3	2	-1.2	-2	1.8	-3	-6
CCOC(=O)c1c(C)n(CCN2CCN(C)CC2)c2ccc(OC)cc12	-0.8	-2	1	5	2.5	-16	-2.1	0	x	17	-7
OC(CNC1CCCCC1)C(F)(F)F (centres undefined)	0.5	-15	0	-8	2.4	-16	0.0	-2	3.1	-2	0
COc1ccc(C(=O)OC2C[C@H]3CC[C@H](C2)N3C)cc1OC (some centres undefined)	-3.3	-5	1	-3	-1.8	327*	0.2	1	3.6	2	-18
Cc1ccc(-c2nc3ccccc3c(=O)n2-c2ccc(Br)cn2)cc1	0.6	8	-3	2	3.1	40	-1.3	-2	0.5	-2	0
COc1ccc(-c2cc(=Nc3ccccc3)c3cc(C)ccc3o2)cc1	-1.8	-22	9	6	2.0	131	-0.2	-14	4.9	-4	17
O=c1[nH]c(=O)n(Cc2ccco2)c(O)c1C=NCc1ccco1	1.9	-10	0	-7	1.6	9	1.8	1	2.6	-2	0
CCCCn1c(O)c(C(CC)=NCCN2CCCCC2)c(=O)[nH]c1=O	1.0	14	-1	-6	3.6	7	1.0	4	0.9	0	-4
COc1ccccc1N=C1SCCCN1C	-0.6	-30	1	-3	0.7	-2	-0.2	-4	5.4	0	-3
Nc1ccc(Cl)c(Cl)c1	x	-25	7	0	x	x	-1.1	7	2.5	4	-4
COC(=O)C1=C(c2ccc3ccccc3c2)C[C@@H]2CC[C@H]1N2C(=O)N1CCC(C)CC1	1.2	-30	3	-1	2.6	-5	-0.5	-10	x	0	10
CN1CCCN(C(=O)COc2cccc(C(F)(F)F)c2)CC1	0.8	-24	1	-4	0.1	145	-0.7	0	1.0	3	11
O=C(N/N=C/c1c(O)n(Cc2ccco2)c(=O)[nH]c1=O)c1ccccc1O	-0.4	-6	2	6	-1.3	-6	-3.9	4	-1.5	-14	9
N=C1c2ccccc2CN1NC(=O)c1ccccc1	-1.7	-37	-4	-7	2.7	12	0.9	-1	5.0	-2	-5
O=c1oc2ccccc2c(O)c1C(c1ccc([N+](=O)[O-])cc1)c1c(O)c2ccccc2oc1=O	x	9	-3	-11	x	x	-0.8	13	3.8	-2	7
O=[N+]([O-])/C(Cl)=C1\NCCN1Cc1ccc(Cl)nc1	-0.1	-8	3	3	4.3	-6	-0.4	-2	3.1	-4	-3
COc1ccc2c(c1)C13CCCC[C@@H]1C(C2)N(C)CC3 (some centres undefined)	8.4	7	-2	2	9.8	284	-1.1	2	4.1	-11	-6
CC(C)N(CCC(C(N)=O)(c1ccccc1)c1ccccn1)C(C)C (centres undefined)	-0.4&4.4	-10&15	5&4	-5&4	-3.5&1.9	6	-1.2&0.3	2&1	3.6&1.6	-5&-1	4&-2
OC1/C(=C/c2ccccc2C(F)(F)F)N2CCC1CC2 (centres undefined)	-0.6	3	-1	7	-1.2	5	-2.0	-2	3.6	-9	-4
COC(=O)C1=C(c2ccc(F)cc2F)C[C@@H]2CC[C@H]1N2C(=O)NCc1ccc2c(c1)OCO2	2.7	14	21*	-16	-0.6	2	0.4	-3	0.0	-8	-4
CC(C)[C@H]1C(=O)O[C@H](C(C)C)C(=O)N(C)[C@@H](C(C)C)C(=O)O[C@H](C(C)C)C(=O)N(C)[C@@H](C(C)C)C(=O)O[C@H](C(C)C)C(=O)N1C	-4.5	15	7	-2	-1.2	10	-1.9	-8	x	9	11
CN1C(=O)/C(=C/c2ccc(N3CCCCCC3)o2)C(=O)NC1=S	0.5	-18	-2	-1	4.0	38	-3.2	3	-0.2	8	-1
Cc1cc(OCC(=O)N2CCC(C(=O)O)CC2)c2c3c(c(=O)oc2c1)CCCC3	-2.3	20	-2	-7	3.4	10	-1.4	-2	2.9	-9	5
CCN(CC)C(=O)c1ccc(NC(=O)Nc2ccccc2F)cc1	0.8	-26	7	6	-1.7	-71	38	-1	3.4	-4	-5
COc1cccc(N2C(=O)NC(=O)C3(Cc4cc(C)ccc4N(C)C3)C2=O)c1 (centres undefined)	-1.4	3	0	-8	3.4	10	-1.3	0	0.6	0	-3
NCCc1c[nH]c2ccc(OCc3ccccc3)cc12	-3.1	-86	33*	5	-0.2	15	0.2	0	1.3	4	2

Compounds listed so far containing a thiophene ring, fused or not, in the order listed:
SMILES	E coli growth	HTR5A inv ctr	HTR5A ag	PKA-R2B activ	AddAB inh	SUMO Mot1 rescue	CDK5 inh	DAGLB inh	phage Ecoli inh	PKA-R1A activ	Tat transport
C=CCN1C(=O)/C(=C/c2ccc(Br)s2)C(=O)NC1=S	-3.2	-1	0	-2	-2.8	-6	-1.6	10	1.3	-3	-1
CC(C)CCn1c(N)c(C(=O)NCc2cccs2)c2nc3ccccc3nc21	-3.9	8	0	4	-0.6	9	2.2	2	x	-1	-12

Further records:
SMILES	E coli growth	HTR5A inv ctr	HTR5A ag	PKA-R2B activ	AddAB inh	SUMO Mot1 rescue	CDK5 inh	DAGLB inh	phage Ecoli inh	PKA-R1A activ	Tat transport
COc1ccccc1N1CCNCC1	-0.9	-28	-2	-7	1.1	252	-0.1	-1	1.8	-2	-9
CCOC(=O)C1=C(N)OC2=C(C(=O)CCC2)C12C(=O)N(CC(N)=O)c1ccccc12 (centres undefined)	1.2	-3	0	-3	-2.9	-16	0.6	0	1.1	-7	-5
COc1ccc(Cc2nccc3cc(OC)c(OC)cc23)cc1OC	-2.4	-16	0	0	3.3	-4	1.6	2	2.5	-8	-6
c1ccc(C(OCCN2CCN(c3ncccn3)CC2)c2ccccc2)cc1	-3.6	0	-2	5	0.2	6	-1.4	0	0.8	-9	4

These rows are one share of the data, so the mix of outcomes need not match the whole.
